M1 ag: agonists of human M1 muscarinic receptor. activation, % at 3 µM. P11229. 360,000 compounds, 0.33% hits. CHO-K1 hM1, Fluo-8 calcium fluorescence, agonist mode; 0% DMSO, 100% acetylcholine EC100;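 active = activation above the run's mean compound activation plus 3 SD, cut at about 16% in these data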;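 note: peak over basal fluorescence ratio within a 140 s kinetic read after compound addition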
Target sequence (P11229 whole entry, looked up): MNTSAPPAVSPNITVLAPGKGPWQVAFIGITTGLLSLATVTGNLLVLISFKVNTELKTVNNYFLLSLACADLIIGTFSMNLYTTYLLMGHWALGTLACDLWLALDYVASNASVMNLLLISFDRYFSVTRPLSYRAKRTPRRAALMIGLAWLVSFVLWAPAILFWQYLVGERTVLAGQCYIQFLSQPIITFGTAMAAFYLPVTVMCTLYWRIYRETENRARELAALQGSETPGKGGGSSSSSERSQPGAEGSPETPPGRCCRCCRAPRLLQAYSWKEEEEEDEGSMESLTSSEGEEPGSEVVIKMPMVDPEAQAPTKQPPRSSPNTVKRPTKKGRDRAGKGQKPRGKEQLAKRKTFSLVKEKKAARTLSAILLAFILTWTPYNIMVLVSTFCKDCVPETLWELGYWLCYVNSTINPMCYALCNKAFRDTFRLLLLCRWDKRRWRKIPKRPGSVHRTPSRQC
CHO-K1 Ca antag: counter-screen for M1 antagonists: effect in parental CHO-K1 cells | 360,000 compounds, 0.6% hits | inhibition, % at 3 µM | ATP-induced calcium, Fluo-8 fluorescence | AID 602250;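 active = inhibition above a per-plate cutoff, the plate's mean sample inhibition plus 3 SD, cut at about 24% in these data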;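 note: 0% = DMSO plus EC80 ATP and 100% = DMSO alone without ATP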
M1 PAM parental: nonselective activator or artifact in parental CHO-K1 calcium assay. activation, % at 3 µM. 360,000 compounds, 0.02% hits. ATP EC20, Fluo-8 calcium fluorescence; 0% at ATP EC20, 100% at ATP max. AID 602247;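 active = activation above the run cutoff, the mean activation of all test compounds plus 3 SD, cut at about 40% in these data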;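 note: peak over basal fluorescence ratio in a 140 s read after ATP addition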
CHRM1 PAM: positive allosteric modulators of human M1 muscarinic receptor; AID 588819; activation, % at 3 µM; 360,000 compounds, 0.088% hits; CHO-K1 hM1, Fluo-8 calcium fluorescence, ACh EC20; 0% = ACh EC20, 100% = maximal ACh; P11229; in the data active = activation above about 19%, passing the limit was not always enough
M1 ag parental: counter-screen for M1 agonists: effect in parental CHO-K1 cells; Fluo-8 calcium fluorescence; scaled to maximal ATP response, vehicle zero; activation, % at 3 µM; 360,000 compounds, 0.48% hits; in the data active = activation above about 15%;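 note: untransfected CHO-K1 host cells lacking M1 receptor as counterscreen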
CHRM1 antagonist: human CHRM1 antagonism. P11229. CHO-K1 hM1, Fluo-8 calcium fluorescence, ACh EC80 antagonist. 360,000 compounds, 1.3% hits. inhibition, % at 3 µM;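 active = percent inhibition above its own plate's cutoff, namely the mean of that plate's compound wells plus 3 SD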;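 note: peak over basal fluorescence ratio during 140 s after agonist addition; 0% = ACh EC80 plus DMSO and 100% = DMSO alone without agonist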
CHO parental Ca: counter-screen: ATP calcium response change in parental CHO cells; parental CHO-K1, ATP-induced calcium, Fluo-8 fluorescence; inhibition, % at 5.6 µM; 330,000 compounds, 0.63% hits; AID 463079;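 active = inhibition above that plate's mean sample inhibition plus 3 SD, cut at about 26% in these data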;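 note: 0% = ATP-challenged DMSO wells and 100% = DMSO wells without ATP; some compounds past the cut are filed as inactive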
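Test system: untransfected parental CHO cell line; also added: ATP stimulus; dosing: 5.6 µM, single dose; signal: calcium-sensitive Fluo-8 fluorescence; measure: percent inhibition of ATP-evoked calcium rise, normalized to controls; benchmarks: low control ATP plus DMSO, high control DMSO only; replication: one well per compound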
TAAR1 agonist: agonists of human TAAR1. Q96RJ0. 360,000 compounds, 0.99% hits. CHO RD-HGA16 TAAR1, Fluo-8 calcium fluorescence; vehicle wells 0%, saturating PEA agonist 100%. AID 624467. activation, % at 3 µM;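 active = activation above the mean activation of all test compounds in the run plus 3 SD, cut at about 38% in these data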
Target sequence (Q96RJ0 whole entry, looked up): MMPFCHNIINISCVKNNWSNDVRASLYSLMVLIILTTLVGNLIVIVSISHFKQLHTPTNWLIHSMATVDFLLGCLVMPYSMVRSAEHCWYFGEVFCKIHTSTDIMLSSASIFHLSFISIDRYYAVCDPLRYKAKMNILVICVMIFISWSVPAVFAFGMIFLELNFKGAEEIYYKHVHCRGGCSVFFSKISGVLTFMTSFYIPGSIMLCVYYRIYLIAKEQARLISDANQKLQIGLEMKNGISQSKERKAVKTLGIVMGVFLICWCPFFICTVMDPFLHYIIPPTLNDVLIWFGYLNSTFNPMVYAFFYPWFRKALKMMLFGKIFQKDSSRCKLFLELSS
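Test system: RD-HGA16 (CHO) cells co-expressing Gα16 and hTAAR1 | Doses: Single dose, 3 µM | Schedule: 17-24 h seeding, 75 min 37 °C dye, 30 min RT | Evaluation: % activation from peak over basal fluorescence ratio, DMSO-to-PEA scaled | Technique: Kinetic Fluo-8 calcium fluorescence | Benchmarks: Low control DMSO, high control PEA (EC100)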
TAAR1 antag: antagonists of human TAAR1. CHO RD-HGA16 TAAR1, Fluo-8 calcium fluorescence, antagonist. inhibition, % at 3 µM. 360,000 compounds, 1.5% hits;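 active = inhibition above a per-plate cutoff, the mean inhibition of test compounds on that plate plus 3 SD, cut at about 49% in these data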;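 note: 0% = DMSO plus EC80 beta-PEA response and 100% = DMSO alone without agonist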
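Material: CHO RD-HGA16 cells bearing hTAAR1; compound dosing: one-point dosing, 3 µM nominal final; schedule: dye loading 75 min at 37 °C, then 30 min room temperature; measured by: calcium fluorescence with Fluo-8; control set: vehicle and agonist controls; replication: n of 1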
* hit, by the source's call; nt = no result given.

SMILES | M1 ag | CHO-K1 Ca antag | M1 PAM parental | CHRM1 PAM | M1 ag parental | CHRM1 antagonist | CHO parental Ca | TAAR1 agonist | TAAR1 antag
COC(=O)c1sc2ccccc2c1C(=O)OC | -11 | -12 | -3 | -5 | -0.1 | 2 | nt | -1 | -1
Cn1c(SCc2nc3ccccc3s2)nnc1-c1ccc2c(c1)OCO2 | -4 | -1 | 5 | -7 | 2.8 | 14 | -15 | 10 | -3
COc1ccc(Cc2noc(CN3CCN(Cc4cccc(Cl)c4)CC3)n2)cc1OC | -9 | -4 | 3 | -2 | 4.9 | -4 | -4 | 5 | -20
O=C(NNC(=O)c1cc(Br)ccc1Cl)c1csc(N2CCOCC2)n1 | 0 | -4 | -4 | -1 | 1.1 | 10 | -12 | 1 | -2
Cc1cccc(OCC(=O)N/N=C/c2ccccc2C(=O)O)c1 | -3 | -13 | 8 | 7 | 1.6 | -5 | -2 | 0 | 19
CCN(CC)S(=O)(=O)c1cccc(C(=O)OCC(=O)NCc2ccccc2OC)c1 | -2 | -4 | -10 | -2 | 3.0 | -1 | -15 | 9 | 34
CCC1(c2ccccc2)NC(=O)N(CC(=O)Nc2cc(Cl)ccc2N2CCN(C)CC2)C1=O (stereo unspecified) | -7 | -11 | 2 | 5 | 0.8 | -6 | -22 | 12 | -7
C/C(=N\O)C(C)(C)Nc1ccccc1F | -3 | -2 | 6 | 12 | -0.1 | -14 | -5 | -1 | -23
O=C1CN(C(=O)c2ccco2)C(c2ccc(F)cc2)c2cc(Cl)ccc2N1 (stereo unspecified) | -8 | -9 | 17 | 4 | 0.5 | -6 | -30 | 3 | 3
CCCCc1nc2cc(C(=O)N3CCN(c4nc(C)cnc4C)CC3)ccc2o1 | -12 | -21 | 6 | -10 | 3.3 | 2 | -28 | 1 | -9
CC(=O)NC1C(O)OC(CO)C(O)C1O (stereo unspecified) | -3 | 3 | 11 | 1 | 0.2 | -11 | 6 | 0 | -7
CCN(CCNC(=O)C1CCN(S(C)(=O)=O)CC1)c1ccccc1 | -2 | -33 | 26 | 12 | 0.9 | -16 | -1 | 1 | 10
CCC(NC(C)C)C(O)c1ccc(O)c(O)c1 (stereo unspecified) | -2 | -2 | 7 | 1 | 0.4 | -21 | 4 | 1 | 10
COc1cccc(C2C(C(=O)Nc3ccccc3)=C(C)N=c3s/c(=C/c4ccc(OCC(=O)O)cc4)c(=O)n32)c1 (stereo unspecified) | -13 | -12 | 28 | 3 | 0.5 | 7 | -2 | 0 | 1
CN(C)c1cc[n+](CC(=O)c2ccc(Br)cc2)cc1 | -4 | -13 | 7 | -4 | -0.6 | 10 | 3 | 5 | -19
Cc1nnc(N(C)C(=O)c2cnccn2)s1 | -3 | -4 | -6 | 9 | 0.3 | -7 | 0 | 2 | -31
O=C(CNC(=O)c1ccco1)OCC(=O)c1ccc(Cl)cc1 | 3 | 11 | -3 | 17 | -0.2 | -8 | -3 | 10 | -3
CC(C)(O)/C=C1/Oc2ccccc2C1N1CCCCC1 (stereo unspecified) | -6 | -6 | 8 | 5 | 0.3 | -5 | -9 | -2 | -21
Cc1ccc(S(=O)(=O)N2CCOCC2)cc1NC(=O)CN1CCC(Cc2ccccc2)CC1 | -8 | -3 | 20 | -15 | 4.7 | 5 | -23 | 4 | -1
COc1ccccc1N1CCN(c2ccc3ccccc3n2)CC1 | -7 | -4 | 2 | -4 | 1.4 | 2 | -25 | -2 | 5
CC1=NN(C(N)=S)C(=O)C1N=Nc1cccc(C(=O)O)c1 (stereo unspecified) | 0 | -5 | 14 | 16 | 0.1 | -23 | nt | 3 | -6
CCOc1ccc(N2CC(NS(=O)(=O)c3cccs3)CC2=O)cc1 (stereo unspecified) | -3 | -12 | 16 | 6 | 1.8 | -11 | 16 | 6 | -38
N#CCCCCn1c(-c2cncs2)nc2ccccc21 | -5 | -4 | 17 | 6 | 1.0 | 2 | -14 | 0 | 24
CCC(=O)N(c1nnc(SC(C)C(=O)Nc2ccc(N3CCOCC3)cc2)s1)C1CC1 (stereo unspecified) | -2 | -6 | 23 | -4 | 0.6 | 9 | nt | 2 | -16
O=C(CCn1cnc2ccccc2c1=O)Nc1cccc(Cl)c1 | -1 | -2 | 12 | 6 | 1.9 | -5 | -2 | 25 | 6

The last 4 compounds of the section above come first, to join the parts.
SMILES | M1 ag | CHO-K1 Ca antag | M1 PAM parental | CHRM1 PAM | M1 ag parental | CHRM1 antagonist | CHO parental Ca | TAAR1 agonist | TAAR1 antag
CCOc1ccc(N2CC(NS(=O)(=O)c3cccs3)CC2=O)cc1 (stereo unspecified) | -3 | -12 | 16 | 6 | 1.8 | -11 | 16 | 6 | -38
N#CCCCCn1c(-c2cncs2)nc2ccccc21 | -5 | -4 | 17 | 6 | 1.0 | 2 | -14 | 0 | 24
CCC(=O)N(c1nnc(SC(C)C(=O)Nc2ccc(N3CCOCC3)cc2)s1)C1CC1 (stereo unspecified) | -2 | -6 | 23 | -4 | 0.6 | 9 | nt | 2 | -16
O=C(CCn1cnc2ccccc2c1=O)Nc1cccc(Cl)c1 | -1 | -2 | 12 | 6 | 1.9 | -5 | -2 | 25 | 6
Cc1[nH]n(-c2ccccc2)c(=O)c1/C=N/NC(=O)c1ccc(O)cc1O | -3 | -7 | 8 | 5 | -1.2 | -8 | -11 | nt | nt
Cc1cc(F)ccc1S(=O)(=O)Nc1c(C)n(C)n(-c2ccccc2)c1=O | -3 | -9 | 19 | 11 | 0.3 | -16 | -7 | 2 | 3
CNC(=S)N1N=C(c2ccccc2)CC1c1ccc(OC)c(OC)c1 (stereo unspecified) | -6 | -4 | 20 | -4 | 1.0 | 8 | -18 | 2 | 17
Cc1ccc(NC(=O)CSc2nc3ccccc3nc2N2CCCC2)cc1 | -4 | 3 | 16 | 5 | 3.5 | -9 | -5 | -1 | -26
O=C1C=C(NNC(=O)c2ccccc2Br)CCC1 | -5 | -8 | 18 | 9 | 1.8 | -7 | -4 | 9 | 1
Cn1cnnc1SCC(=O)Nc1ccc(Cl)c(S(=O)(=O)N2CCOCC2)c1 | -2 | -18 | 12 | 8 | 1.0 | -4 | -6 | -1 | 7
COC(=O)COc1ccc(S(=O)(=O)N2CCCCC2)cc1[N+](=O)[O-] | -8 | -5 | 22 | 10 | 1.0 | 1 | -14 | 11 | 13
COc1ccc(Oc2nc3c(c(=O)n(C)c(=O)n3C)n2Cc2cccc(OC)c2)cc1 | -4 | 2 | -5 | 4 | 0.1 | -15 | -7 | 5 | 5
CC(C)CN(C(=O)CCNC(=O)c1ccc([N+](=O)[O-])cc1)C1CCS(=O)(=O)C1 (stereo unspecified) | -3 | -7 | -10 | 5 | 0.3 | -20 | -13 | 2 | -20
Cc1noc(NS(=O)(=O)c2ccc(NC(=O)c3cc(=O)c4ccccc4o3)cc2)c1C | -1 | -1 | 4 | 6 | 0.6 | -4 | -8 | 0 | -29
CCOc1ccc(Cn2cc(F)c(=O)[nH]c2=O)cc1 | -1 | -9 | 5 | -2 | 6.1 | 16 | -4 | 7 | -18
N#CCSc1nc2ccccc2c(=O)n1-c1ccccc1 | -3 | 5 | 0 | 3 | 0.3 | -2 | -5 | 12 | -12
COc1ccccc1NC(=O)COC(=O)c1c[nH]c2ccccc12 | 0 | -9 | 11 | -14 | 11 | 8 | -12 | 8 | 49*
COc1ccc(NS(=O)(=O)c2cccc(C(=O)NCC(c3ccc(OC)cc3)N3CCCCC3)c2)cc1 (stereo unspecified) | -5 | -16 | 0 | 6 | 2.3 | -3 | nt | 4 | -20
O=C(NC(=S)N(CCO)Cc1ccccc1)c1ccc(F)cc1Cl | -6 | -14 | 8 | 9 | 3.4 | -5 | -19 | -1 | -3
O=C(Nc1cccc(C(F)(F)F)c1)c1sc(Cl)nc1C(F)(F)F | -2 | 12 | 0 | -18 | 7.8 | 20 | 11 | 2 | -7
CCN(CC)C(=O)CCNS(=O)(=O)c1ccc(C)cc1 | 0 | 28* | -3 | 14 | -0.1 | -5 | -41 | 11 | 8
Cc1onc(-c2c(Cl)cccc2Cl)c1CO/N=C(\C#N)c1c(Cl)cccc1Cl | -3 | -8 | 13 | -6 | 1.8 | 3 | 1 | 3 | 49*
CCN1C(=O)[C@@H]2[C@@H](c3ccc(-c4ccc(Cl)c(Cl)c4)cc3)N3CCCC[C@@]3(C(=O)OC)[C@@H]2C1=O | -3 | -2 | 4 | 4 | -0.1 | -1 | -22 | 12 | -14
CCN(CC(=O)N1CCN(C)CC1)S(=O)(=O)c1ccc(Cl)cc1 | -2 | 11 | -1 | -3 | 0.1 | -24 | -9 | 5 | 7
CCOc1cc(NC(=O)C2CC2)c(OCC)cc1NC(=O)c1ccccn1 | 0 | -6 | 17 | -3 | 0.4 | -15 | -32 | 11 | 4
C=CC[C@H]1C=C[C@@H](C(C(=O)OC)C(=O)OC)CN1C(C)=O | 0 | -1 | -3 | 4 | -0.1 | -13 | nt | 1 | 0
Fc1ccc(Nc2nnc(C(F)(F)F)s2)cc1 | -1 | -2 | -6 | 8 | 0.6 | -10 | -8 | 8 | 1
COc1ccc(Cl)cc1NC(=O)c1ccccc1C | -5 | -18 | 28 | 3 | 0.2 | -10 | -22 | 6 | -16
COc1ccc(C2c3ccc(O)cc3Oc3ncn4nc(-c5ccccn5)nc4c32)cc1 (stereo unspecified) | 3 | -10 | 7 | 14 | 0.6 | -1 | -2 | 1 | -27

Next entries.
SMILES | M1 ag | CHO-K1 Ca antag | M1 PAM parental | CHRM1 PAM | M1 ag parental | CHRM1 antagonist | CHO parental Ca | TAAR1 agonist | TAAR1 antag
COc1ccccc1NC(=O)C1=C(C)NC(SCC(=O)c2ccccc2)=C(C#N)C1c1ccco1 (stereo unspecified) | -2 | 2 | 7 | -4 | 2.6 | -2 | nt | nt | nt
CCCOc1ccc(C2NC(=S)NC(c3ccccc3)=C2C(=O)Nc2ccc(C)cc2)cc1OC (stereo unspecified) | -8 | -1 | 28 | 4 | 2.5 | -4 | -10 | 5 | -67
Cc1nn(Cc2c(Cl)cccc2Cl)c(C)c1NC(=O)c1sc2ccccc2c1Cl | -4 | -6 | 13 | 7 | -0.7 | -7 | -12 | 4 | 8
Cc1cccc(Nc2c3c(nc4ncnn24)CCC3)c1 | -5 | 5 | -3 | -6 | 1.2 | 1 | -12 | 5 | 10
CCOC(=O)c1sc(NC(=O)CSc2nccn2C)nc1C | -2 | 3 | 4 | -3 | 0.7 | 8 | -4 | 1 | -14
COC(=O)c1ccc(NC(C)C(=O)OC)c([N+](=O)[O-])c1 (stereo unspecified) | -10 | -5 | 0 | -2 | 0.8 | -1 | -6 | 0 | 3
CCCOc1ccc(CN(CCO)CCO)cc1C(=O)OC | 2 | -14 | -7 | 11 | 0.0 | -3 | -11 | 8 | -5
N#CC1=C(N)n2c(s/c(=C\c3cccs3)c2=O)=C(C#N)C1c1cccs1 (stereo unspecified) | -2 | 10 | 6 | 2 | 5.0 | 0 | -1 | 6 | 9

Screening results: PubChem BioAssay, The Scripps Research Institute Molecular Screening Center
